Source: PubChem (Johns Hopkins Ion Channel Center)
KCNQ2 block: KCNQ2 potassium channel inhibitors, primary screen, cell-based, CHO-K1, FluxOR thallium flux, B-score (AID 2156) | 20 min; hits give low values | B-score at 10 µM | 1.1% of 310,000 active;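 active means fluorescence ratio B-score at most minus 3 library SDs, with starting brightness B-score within 2 library SDs, cut at about -5.5 in these data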
Kir21 block: inhibitors of mouse Kir2.1 inward-rectifier potassium channel; P35561; HEK293-Kir2.1, FluxOR thallium flux fluorescence; hits give low values; B-score at 10 µM; 0.85% of 310,000 active; AID 1672;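 active means fluorescence ratio B-score at or below minus 3 SD of library scores, with starting-brightness B-score within 2 SD, cut at about -4.2 in these data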;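 further: channel flux triggered by added potassium and thallium sulfate stimulus; B-score of peak minus minimum fluorescence over baseline after thallium stimulus; more negative B-score means stronger Kir2.1 block with less thallium influx; some compounds called inactive have numbers as strong as hits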
Target sequence (P35561 whole entry, looked up): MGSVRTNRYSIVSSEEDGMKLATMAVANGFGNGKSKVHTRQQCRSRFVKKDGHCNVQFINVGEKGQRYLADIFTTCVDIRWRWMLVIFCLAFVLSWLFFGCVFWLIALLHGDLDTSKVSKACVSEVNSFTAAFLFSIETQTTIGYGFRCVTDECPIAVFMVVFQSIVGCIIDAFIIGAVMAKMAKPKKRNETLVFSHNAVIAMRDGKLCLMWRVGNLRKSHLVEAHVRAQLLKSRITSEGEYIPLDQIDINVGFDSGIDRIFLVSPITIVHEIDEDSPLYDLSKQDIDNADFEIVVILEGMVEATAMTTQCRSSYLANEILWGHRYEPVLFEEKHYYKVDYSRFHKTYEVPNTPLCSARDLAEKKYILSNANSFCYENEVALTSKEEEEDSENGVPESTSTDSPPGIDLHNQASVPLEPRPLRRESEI
* marks the source's active call; other numbers are inactive results; i = inactive.

SMILES	KCNQ2 block	Kir21 block
COc1ccc(OC)c(C2=NOC(C(=O)Nc3cc(C)nn3-c3ccccc3)C2)c1 (stereo not given)	i	0.01
CCC1=C(OC(=O)N(CC)CC)N2C(=O)OC(=NCC3CC3)[C@]2(Cc2ccccc2)[C@H]2C1=CC[C@H]1C(=O)N(CC)C(=O)[C@H]12	i	-0.24
COc1ccc(C(=O)N=c2sccn2C)cc1	i	0
CCn1c(C)nc2cc(C(=O)NNC(=O)Nc3cccc(Cl)c3)ccc21	i	-1.14
OCCN=c1cc(-c2ccccc2)oc2ccc(Cl)cc12	i	0.46
CCCCOC(=O)c1ccc(NS(=O)(=O)c2cc(-c3nnnn3CC)ccc2OC)cc1	i	1.53
CCC1CCCCN1C(=O)CCn1c(=O)oc2ccccc21 (stereo not given)	i	-1.3
O=C(/C=C/c1c(Cl)cccc1Cl)NCCc1ccccc1	i	0.5
CC(C)Cn1c(N)c(C(=O)CSc2ccccc2)c(=O)n(C)c1=O	i	0.26
CCC(C(=O)NCCCN1CCOCC1)n1c2ccccc2c2nc(=O)cc(C)n21 (stereo not given)	i	-0.78

Exported in markdown: entries from further up.
| compound | KCNQ2 block | Kir21 block |
| --- | --- | --- |
| O=C(/C=C/c1c(Cl)cccc1Cl)NCCc1ccccc1 | i | 0.5 |
| OCCN=c1cc(-c2ccccc2)oc2ccc(Cl)cc12 | i | 0.46 |

(cont.)
SMILES	KCNQ2 block	Kir21 block
O=C(O)C1=C[C@H](c2ccc(F)cc2)C[C@H](OCc2ccc(CO)cc2)O1	i	0.31
Cc1cc(C)nc(-n2nc(C)cc2NC(=O)CN2CCCC(C)C2)n1 (stereo not given)	i	-0.4
COC(=O)CC1C(=O)NC2CCCCC2N1C(=O)CCl (stereo not given)	i	0.32
CN1CCN(Cc2c(O)ccc3c(-c4ccccc4)cc(=O)oc23)CC1	i	-0.85
Cc1ccc(-c2cc(=O)c3cc(Cl)ccc3[nH]2)cc1	i	0.43
Cc1ccc(Nc2ncnc3sc(C)c(C)c23)cc1C	i	-1.54
CC(C)=CCC(C)(C)C1OCCN1C(=O)c1ccccc1 (stereo not given)	i	-0.81
CCCn1cc(SCC(=O)Nc2cc(C)on2)c2ccccc21	i	-0.43
NC(=O)NC(c1ccccc1)c1ccccc1	i	-0.08
CC(NC(=O)COc1ccccc1)C(=O)NC1=NCCS1 (stereo not given)	i	0.12
CCn1c2ccccc2c2nnc(SCC(=O)NC3CCS(=O)(=O)C3)nc21 (stereo not given)	i	0.21
C#CCOC(=O)c1ccccc1C(=O)OCC#C	i	0.01
CCc1cccc2c(C(=O)CCl)c[nH]c12	i	-0.67
Cc1ccc(C(=O)N2CCN(C3c4cccc5cccc(c45)C3NS(=O)(=O)c3ccccc3)CC2)cc1 (stereo not given)	i	-0.87
COc1ccc(Cl)cc1C(=O)CSc1nnnn1C1CCCCC1	i	1.59
CCOC(=O)C1=C(N)Oc2cc(O)ccc2C1c1ccc(C)cc1 (stereo not given)	i	0.62
CCCCn1c(SCc2nc3ccccc3s2)nc2cc(S(N)(=O)=O)ccc21	i	-0.73
O=C(NC1CCOCC1)C1CCC(=O)N(Cc2cccc(C(F)(F)F)c2)C1 (stereo not given)	i	0.69
Cc1ccc(S(=O)(=O)N(C)C)cc1NC(=O)c1cccs1	i	-0.1
O=C(C1=C(O)C(=O)N(Cc2ccccc2)C1c1cccnc1)c1ccco1 (stereo not given)	i	0.3
CCN(CC)CCNC(=O)c1cn(CC)c2cc(N3CCN(C)CC3)c(F)cc2c1=O	i	0.2
CC(=O)c1cccc(NC(=O)CN2C(=S)NC(C)(C)CC2C)c1 (stereo not given)	i	-0.01
C=C(Br)Cn1cnc2ccccc21	i	0.08
O=C(Nc1ccncc1)c1ccc(Cl)c(S(=O)(=O)N2CCCC2)c1	i	0.23
CC(=O)Nc1ccc(S(=O)(=O)N2CCN(c3ccccn3)CC2)cc1	i	0.84
COc1ccc(OC)c(S(=O)(=O)N(C(C)=O)c2ccc3oc(=O)sc3c2)c1	i	0.29
Cc1ccc(S(=O)(=O)N(C)CC(=O)NCc2ccncc2)cc1	i	-0.02
COc1cccc(CNC(=O)CSc2nc3c(oc4ccccc43)c(=O)n2CC2CCCO2)c1 (stereo not given)	i	-0.48
CC(C)C(=O)Nc1ccc(-c2nnc(-c3ccccc3)o2)cc1	i	-3.6
Cc1occc1-c1nnc(SCC(=O)c2cc3ccccc3oc2=O)o1	i	1.97
Cc1ccc(OC(C)C(=O)Nc2ccc(S(=O)(=O)N3CCOCC3)cc2)cc1 (stereo not given)	i	0
COc1cc(CC(NC(C)=O)C(=O)NC2CCN(C(=O)c3cc(OC)c(OC)c(OC)c3)CC2)cc(OC)c1 (stereo not given)	i	-0.19
O=C1CC(c2ccc(F)cc2)Cc2nc(NCC3CCCO3)ncc21 (stereo not given)	i	0.06
CN(C)c1ccc(/C=N/N=C(N)N)cc1[N+](=O)[O-]	i	-3.5
CCOC(=O)c1ccc(NC(=O)CCSCCc2ccccn2)cc1	i	0
O=C(NCCO)c1cc2ccccc2cc1O	i	0.2
Cc1cc(=O)oc2cc(OCc3ccc(C(=O)N4CCN(c5ccccc5)CC4)cc3)ccc12	i	-0.14
O=C(NC(=S)Nc1ccccc1N1CCN(C(=O)c2ccccc2)CC1)c1cccs1	i	1.95
O=C(Nc1ccncc1)Nc1cccc(Cl)c1Cl	i	-0.35
O=C(N/N=C/c1c[nH]c2c1ccc1ccccc12)c1ccc([N+](=O)[O-])cc1	i	0.8
Cc1cc(C)cc(OCC(=O)Nc2ccc(N3CCN(S(C)(=O)=O)CC3)cc2)c1	i	-0.13
Cc1ccc(-n2nc(C(=O)NCc3ccco3)c3c4ccccc4n(C)c3c2=O)cc1	i	-0.97
Cc1ccc(C(=O)Nc2ccc([N+](=O)[O-])cn2)o1	i	-0.11
CCc1c(C)sc(NC(=O)/C=C/c2ccc3c(c2)OCO3)c1C(=O)OC	i	-0.37
CSc1ncccc1C(=O)Nc1ccc(S(=O)(=O)Nc2nccs2)cc1	i	1.03
Cc1ccc(S(=O)(=O)N(CC(=O)NCCSc2ccccn2)c2cc(C)cc(C)c2)cc1	i	1.23
COc1ccc(CNC(=O)CSCc2cccc(Cl)c2)cc1	i	-3.29
Clc1ccc(-n2nnc(-c3cccnc3Cl)n2)cc1Cl	i	2.5
Cc1oc(-c2cc3c(cc2Cl)OCO3)nc1CN1CCCC1c1ccc(F)cc1 (stereo not given)	i	0.6
CCC(OC(=O)C(C)N1C(=O)C(=O)c2ccccc21)C(=O)Nc1ccccc1OC (stereo not given)	i	-1.38
Continuation.
SMILES	KCNQ2 block	Kir21 block
Nc1nonc1C(=O)N/N=C/c1ccc(-c2cccc(C(=O)O)c2)o1	i	-3.85
CCOc1ccccc1CN1CCN(CC2CC2)CC1CCO (stereo not given)	i	-0.11
COc1cccc(Nc2ncnc3sccc23)c1	i	-1.23
CN(CC(=O)N1CCN(c2ccccn2)CC1)S(=O)(=O)c1cccc2nsnc12	i	1.06
COc1cc(/C=C2\SC(=S)NC2=O)ccc1OS(=O)(=O)c1ccccc1	i	0.04
CC(=O)N1c2ccc(S(=O)(=O)NCC3CCC(C(=O)NC4CCCCC4)CC3)cc2CC1C (stereo not given)	i	-0.13
CCCn1c(=O)c2ccccc2n2c(SCC(=O)NCc3cccs3)nnc12	i	-0.44
O=C(O)C1CCC(NSc2ccccc2[N+](=O)[O-])CC1 (stereo not given)	i	2.33
Cc1oc2c(C)c3oc(=O)c(CCC(=O)NCCCn4ccnc4)c(C)c3cc2c1C	i	-1.49
O=C(C[n+]1cccc2ccccc21)c1ccc(Br)cc1	i	-0.49

3 entries out of the list, ordered by number of heavy atoms, descending:
SMILES	KCNQ2 block	Kir21 block
Cc1oc2c(C)c3oc(=O)c(CCC(=O)NCCCn4ccnc4)c(C)c3cc2c1C	i	-1.49
CCOc1ccccc1CN1CCN(CC2CC2)CC1CCO (stereo not given)	i	-0.11
COc1cccc(Nc2ncnc3sccc23)c1	i	-1.23

Additional results:
SMILES	KCNQ2 block	Kir21 block
Cc1ccc(C(=O)c2c3ccc(C(F)(F)F)cc3nn2CCC(N)=O)cc1	i	0.75
CCOc1ccc(NC(=O)CSc2nc3ccsc3c(=O)n2CCC(=O)O)cc1	i	-0.13
Cc1ccc(OCCOC(=O)c2c(-c3ccccc3)noc2C)cc1	i	-0.25
CCOc1ccccc1CN1CCN(Cc2cc(=O)c3ccccc3[nH]2)CC1CCO (stereo not given)	i	-1.45
Cc1no[n+]([O-])c1COc1ccccc1/C=N/n1nnnc1N	i	-2.18
CC(=O)Nc1ccc(Nc2c([N+](=O)[O-])c(=O)n(-c3ccccc3)c3ccccc23)cc1	i	0.63
COc1ccc(C(=O)Nc2cccc(-c3nc4ncccc4o3)c2C)cc1	i	0.01
CCN1CCN(C(=O)C2CCN(S(=O)(=O)c3cc(Cl)ccc3Cl)CC2)CC1	i	-1.11
O=C(Cc1ccc(Cl)cc1)Nc1ccc(Cl)cn1	i	-1.63
O=[N+]([O-])c1ccc(N2CCN(C(=S)Nc3cccc(F)c3)CC2)cc1	i	0.63
O=C(Nc1ccc(Oc2cccnc2)cc1)c1ccccc1F	i	1.2
Cc1ccc(S(=O)(=O)N2CC3(C)CN(S(=O)(=O)c4ccc(C)cc4)CC(C)(C2)C3)cc1	i	-0.05
COC(=O)c1c(C(=O)OC)c2cc(C)ccn2c1Cl	i	-0.34
COc1ccc(/C=C(/NC(C)=O)C(=O)O)cc1	i	1.04
CCc1nc(NC(=O)NS(=O)(=O)c2ccccc2C(=O)OC)nc(OC)n1	i	-1.41
Cc1ccccc1OCC(=O)NNC(=O)C1CCCCC1C(=O)O (stereo not given)	i	-0.46
CCOC(=O)[C@@H]1[C@H]2COc3ccccc3[C@H]2N2C(=O)N(c3ccc(F)cc3)C(=O)[C@]12C	i	0.82
O/N=C1\CCCc2ccc3ccccc3c21	i	1.97
Cc1ccc(N(CC(=O)NC(C)(C)C)C(=O)CNC(=O)c2cccs2)cc1C	i	-0.6
CCC(C)Nc1cc(C)nc2ncnn12 (stereo not given)	i	0.04

Compound profiles, as listed above. Values in the order: KCNQ2 block	Kir21 block
O=C(O)C1CCC(NSc2ccccc2[N+](=O)[O-])CC1 (stereo not given) in the list: i	2.33
CN(CC(=O)N1CCN(c2ccccn2)CC1)S(=O)(=O)c1cccc2nsnc12 in the list: i	1.06

(continued)
SMILES	KCNQ2 block	Kir21 block
Cc1ccc(C(C)(C)C)c(SCC(=O)Nc2nnc(C)s2)c1	i	-0.77
Cc1ccn2cc(-c3cccc(NC(=O)C(C)C)c3)nc2c1	i	0.57
COc1cc(C(C(=O)NC2CCCC2)N(C(=O)c2snc(C(N)=O)c2N)C2CCCC2)cc(OC)c1OC (stereo not given)	i	0.74
CC(C)(C)NC(=O)NC(=O)COC(=O)c1ccc2c(c1)S(=O)(=O)N=C1CCCCCN12	i	0.21
COc1cc(/C=N/N(C)c2ccccc2)cc(Cl)c1O	i	0.84
CCn1c(CNc2nc(-c3ccccc3)cs2)nnc1SCC(=O)NCc1ccco1	i	-0.67
CC1(C)CC(=O)C=C(NCCN2CCN(C(=O)Nc3ccc(Cl)c(Cl)c3)CC2)C1	i	-0.69
CCn1cc(CNC(=O)c2cc(COc3ccc(F)cc3F)on2)cn1	i	-1.38
Cc1cc(NC(=O)CS(=O)(=O)c2cn(Cc3ccccc3Cl)c3ccccc23)no1	i	0.53
O=C(/C=C/c1ccco1)NCCCN1CCOCC1	i	0.41

As a working copy, 4 of the compounds above.
SMILES	KCNQ2 block	Kir21 block
CC(C)(C)NC(=O)NC(=O)COC(=O)c1ccc2c(c1)S(=O)(=O)N=C1CCCCCN12	i	0.21
COc1cc(/C=N/N(C)c2ccccc2)cc(Cl)c1O	i	0.84
CCn1c(CNc2nc(-c3ccccc3)cs2)nnc1SCC(=O)NCc1ccco1	i	-0.67
CC1(C)CC(=O)C=C(NCCN2CCN(C(=O)Nc3ccc(Cl)c(Cl)c3)CC2)C1	i	-0.69

Additional results:
SMILES	KCNQ2 block	Kir21 block
Nc1nnc(SCCCC(=O)c2ccccc2)s1	i	0.48
C/C(=N\OC(=O)c1ccc(F)cc1)c1ccc(F)c(F)c1	i	-0.08
Cc1c(NC(=S)NC(=O)c2sc3ccccc3c2Cl)cccc1C(=O)O	i	0.82
COCCSc1ccccc1C(=O)Nc1ccc(Cl)cn1	i	1.12
O=C(NCc1ccco1)c1cc(-c2ccc(F)cc2)on1	i	-1.01
C[C@]1(C(=O)NCc2cc(F)cc(C(F)(F)F)c2)C=C[C@@H](Cc2ccccc2)N1C(=O)c1ccccc1	-7.17*	1.58
Cc1ccccc1/C=C1\C(=O)Nc2ccc(F)cc21	i	0.5
CCc1ccc(/C=C\C(=O)N2CCc3ccccc3C2)cc1	i	-0.01
O=C(NCCc1cccs1)C1CC(c2cccc([N+](=O)[O-])c2)=NO1 (stereo not given)	i	0
Cc1nn2c(N3CCN(C)CC3)c3c(nc2c1-c1ccccc1)CCCC3	i	-2.03
C=CCOc1cccc(CNc2cccc(C(=O)O)c2)c1	i	0.05
CC(C)Oc1cccc(C(=O)NC(=S)Nc2ccc3c4c(cccc24)CC3)c1	i	0
CC(=O)Nc1ccc(O)c(-c2nc3ccccc3s2)c1	i	0
Cc1ccc(SCc2nnc(N)s2)cc1	i	-0.93
CCOC(=O)C[C@H]1c2ccc(C(F)(F)F)cc2S(=O)(=O)N1c1cccc(OC)c1	i	0.05
O=C(COc1ccc(Cl)cc1)Nc1cnn(Cc2c(Cl)cccc2Cl)c1	i	-1.69
N#Cc1sc2nc(N3CCCCC3)c3c(c2c1N)CCCC3	i	0.86
CC(C)(CC(=O)O)CC(=O)N1CCCN(c2nc3ccc(Cl)cc3s2)CC1	i	-1.12
COCCN(C(=O)c1snc(C(N)=O)c1N)C(C(=O)NC1CCCCC1)c1ccc(OC)c(OC)c1 (stereo not given)	i	0.62
COc1ccc(C(=O)CC(=O)C(=O)Nc2ccc(C)c(C)c2)cc1	i	-0.29
CCC(=O)N(CCC(c1ccc(C)cc1)c1ccco1)Cc1ccco1 (stereo not given)	-10.2*	-2.7
